MEX-5 binding – C. elegans MEX-5 TCR-2 RNA binding activity; MEX-5/FITC-TCR2 RNA binding, fluorescence polarization; hits give low values; activity score (negative = inhibition of binding), % at 10 µM; 0.38% of 300,000 active; AID 1832;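 active = inhibition past about -25% in most replicates, and total fluorescence under double the plate's negative control median, limit read from the data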;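 also: 0% = DMSO and -100% = 5 µM competing unlabeled TCR2 RNA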
AHR activator – activates the human aryl hydrocarbon receptor; P35869; AHR-responsive luciferase reporter cells, luminescence; activation, % at 5 µM; 2.5% of 320,000 active; AID 2796; in the data active = activation above about 47%;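 also: 0% = vehicle wells and 100% = reference agonist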
Target sequence (P35869 whole entry, looked up): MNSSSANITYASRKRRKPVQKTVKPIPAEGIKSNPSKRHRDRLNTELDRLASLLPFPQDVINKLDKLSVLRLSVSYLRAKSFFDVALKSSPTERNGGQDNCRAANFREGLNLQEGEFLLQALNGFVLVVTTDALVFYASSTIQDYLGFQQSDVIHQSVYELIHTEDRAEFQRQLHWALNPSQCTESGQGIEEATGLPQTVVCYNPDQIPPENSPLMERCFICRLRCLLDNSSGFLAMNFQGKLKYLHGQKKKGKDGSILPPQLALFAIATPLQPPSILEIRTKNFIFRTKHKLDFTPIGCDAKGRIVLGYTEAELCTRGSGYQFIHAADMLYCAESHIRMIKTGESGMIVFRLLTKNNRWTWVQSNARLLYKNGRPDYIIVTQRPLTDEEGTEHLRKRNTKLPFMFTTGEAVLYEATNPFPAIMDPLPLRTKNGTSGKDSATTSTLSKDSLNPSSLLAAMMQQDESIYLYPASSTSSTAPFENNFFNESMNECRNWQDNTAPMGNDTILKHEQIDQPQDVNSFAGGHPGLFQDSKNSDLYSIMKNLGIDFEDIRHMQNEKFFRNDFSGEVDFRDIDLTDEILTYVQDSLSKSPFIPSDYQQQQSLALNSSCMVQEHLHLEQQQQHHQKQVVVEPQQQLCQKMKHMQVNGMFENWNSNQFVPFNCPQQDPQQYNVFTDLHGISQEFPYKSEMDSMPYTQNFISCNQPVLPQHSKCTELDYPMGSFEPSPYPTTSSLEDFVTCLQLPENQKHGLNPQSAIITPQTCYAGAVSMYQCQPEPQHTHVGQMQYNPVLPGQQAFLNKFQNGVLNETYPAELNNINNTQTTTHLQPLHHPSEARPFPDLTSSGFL
PME-1 inh – blocks human protein phosphatase methylesterase 1; recombinant PME-1, FP-Rh probe fluorescence polarization; inhibition, % at 5.9 µM; 0.53% of 320,000 active; AID 2130;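 active = inhibition above the campaign mean of all compounds plus 3 SD, cut at about 26% in these data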;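 also: competitive labeling of PME-1 active site by serine hydrolase directed probe; 0% = PME-1 with DMSO and 100% = wells lacking PME-1 enzyme; inhibitors block probe labeling so polarization falls and inhibition rises; many of its hits are not listed in these tables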
pPAFAH FP inh – inhibitors of human plasma PAF acetylhydrolase (pPAFAH). recombinant pPAFAH, FP-rhodamine probe fluorescence polarization. inhibition, % at 3.39 µM. 1.5% of 330,000 active. Q13093;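 active = inhibition above the mean inhibition across the screen plus 3 SD, cut at about 25% in these data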;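 also: inhibitors block binding of the rhodamine activity-based probe so polarization drops; 0% = enzyme with DMSO and 100% = wells lacking pPAFAH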
PAFAH1B2 inh – blocks human PAF acetylhydrolase 1b catalytic subunit 2. inhibition, % at 3.39 µM. 1.2% of 340,000 active. AID 492953. recombinant PAFAH1B2, FP-rhodamine activity probe, fluorescence polarization;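 active = inhibition above the mean of all tested compounds plus 3 SD, cut at about 24% in these data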;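 also: 0% = enzyme with DMSO and 100% = wells lacking PAFAH1B2; many of its hits are not listed in these tables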
Fam108B counter – blocks mouse Fam108B hydrolase in RBBP9 counter-screen | 0.33% of 300,000 active | recombinant Fam108B, FP-Rh probe fluorescence polarization | inhibition, % at 9.51 µM;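 active = inhibition above the screen mean inhibition plus 3 SD, computed separately per campaign, cut at about 18% in these data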;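 also: inhibitors lower polarization as less probe binds the enzyme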
GLD-1 RNA inh – GLD-1-TGE RNA interaction inhibition (C. elegans) | 0.44% of 320,000 active | inhibition, % at 5.96 µM | AID 2280 | purified GLD-1 + fluorescein TGE RNA, fluorescence polarization;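 active = percent inhibition above a per-plate cutoff, the plate mean of test compounds plus 3 SD, cut at about 30% in these data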;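 also: 0% = DMSO wells with GLD-1 and probe and 100% = wells lacking GLD-1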
MCL1 BIM primary – MCL1-BIM-BH3 interaction inhibition (human). 0.68% of 320,000 active. GST-MCL1 / FITC-Bim-BH3 fluorescence polarization. Q07820. inhibition, % at 10.9 µM;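 active = inhibition above the mean inhibition of all tested compounds plus 3 SD, set per campaign, cut at about 40% in these data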;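 also: 0% = DMSO wells and 100% = unlabeled Bim-BH3 peptide control; higher means more loss of mP so more displacement of Bim peptide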
BCLXL inh – inhibitors of human Bcl-xL | Q07817 | GST-Bcl-xL / FITC-Bim BH3 peptide fluorescence polarization | inhibition, % at 10.9 µM | 0.7% of 320,000 active | AID 2129;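 active = inhibition above the mean of all tested compounds plus 3 SD, cutoff set per campaign, cut at about 30% in these data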;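 also: 0% = DMSO wells and 100% = unlabeled Bim-BH3 peptide competitor; inhibitors lower millipolarization by displacing the labeled peptide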
Target sequence (Q07817 whole entry, looked up): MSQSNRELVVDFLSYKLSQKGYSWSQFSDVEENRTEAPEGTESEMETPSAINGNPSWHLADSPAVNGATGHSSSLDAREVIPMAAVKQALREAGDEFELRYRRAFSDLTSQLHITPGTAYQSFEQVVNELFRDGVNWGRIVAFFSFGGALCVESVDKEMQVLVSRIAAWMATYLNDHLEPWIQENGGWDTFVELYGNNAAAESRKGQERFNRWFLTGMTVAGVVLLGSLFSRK
Active calls of the source: *; / = not tested or not shown. Only part of the results is shown; the hit share may differ from the screen's.

SMILES	MEX-5 binding	AHR activator	PME-1 inh	pPAFAH FP inh	PAFAH1B2 inh	Fam108B counter	GLD-1 RNA inh	MCL1 BIM primary	BCLXL inh
Cc1ccc(NC(=O)COC(=O)c2ccc(S(=O)(=O)N3CCCCC3)cc2)cc1	/	-1.7	-0.6	5.2	3.8	/	-2.9	2.9	0.8
COc1cc2ncnc(NCc3cccc(Cl)c3)c2cc1OC	-0.2	8.2	-11.7	2.2	-0.2	-2.2	3.5	-1.7	7.2
CC1CN(C2CCN(S(=O)(=O)c3ccccc3)CC2)CC(C)O1 (stereo not given)	0.3	-0.6	-2.4	-3.3	2.4	-0.9	4.7	8.2	10.5
COc1ccccc1CNC(=O)CSc1ccc(-c2ccccn2)nn1	-12.9	29.4	6.0	1.3	1.6	-0.6	-5.1	-2.0	1.2
COc1ccc(C(CC(=O)O)NC(=O)Cc2ccccc2)cc1OC (stereo not given)	-0.2	-2.1	3.1	0.1	14.9	3.8	-2.1	-8.9	1.3
Cc1ccc(C(=O)CCC(=O)OCC(=O)Nc2ccccc2SCC#N)cc1	/	13.3	8.6	26.5*	-0.4	/	-25.0	-24.6	-3.9
COc1ccc(C2(O)CCN(Cc3nnnn3Cc3ccc(F)cc3)CC2)cc1	-0.2	1.8	3.3	-0.9	-0.6	-3.7	-3.2	4.9	-0.2
Cc1ccc2c3c(cccc13)-c1ccccc1C2=O	-9.7	3.2	-3.2	2.4	0.6	-6.0	43.1*	42.1*	36.5*
Cc1ccc(Oc2ncccc2CO)cc1	-0.7	-3.4	3.3	4.3	-0.2	7.0	-3.0	-8.0	-2.0
CC1(O)CC(=O)N(c2ccccc2)O1 (stereo not given)	-1.5	12.9	5.3	7.2	-0.1	-0.7	4.3	0.1	5.7
COCCNC(=O)Cn1c(=O)n(CCC(=O)NCCc2ccccc2)c(=O)c2ccccc21	-0.7	0.3	-3.6	1.8	1.3	-5.6	2.8	3.3	4.2
CC(C)c1cc(C(=O)NCc2cccnc2)no1	0.9	2.2	2.9	2.1	-1.8	6.7	2.9	-8.9	-0.9
Cc1ccc(-c2nn(-c3ccccc3)cc2/C=N/NC(=O)c2ccc(Br)o2)cc1	-0.9	18.6	-18.7	1.4	-9.7	-32.2	-1.2	-4.3	1.2
CC(C)N1CCC(N2CCN(Cc3ccc(C#CC(C)(C)O)s3)CC2CCO)CC1 (stereo not given)	-1.3	1.5	10.6	-0.7	-2.6	-1.4	-0.8	6.6	3.6
COc1ccccc1N(C)S(=O)(=O)c1ccc(C(=O)OCC(=O)Nc2cc(C)on2)cc1	0.0	1.1	2.9	0.8	4.7	0.4	-3.5	-4.1	0.4
CC(=O)c1ccc(-c2ccc(C(=O)NCC(c3ccc(F)cc3)N3CCOCC3)o2)cc1 (stereo not given)	-4.2	7.1	1.4	2.9	0.2	-3.2	4.5	-4.0	2.8
Cc1ccc(C(=O)Nc2nc3ccccc3n3nnnc23)cc1	-1.1	16.3	-0.4	4.1	7.4	2.7	-0.9	3.1	-1.6
CCc1cc(=O)oc2c(C)c(OCC(=O)NC3CC(C)(C)NC(C)(C)C3)ccc12	1.2	-0.5	0.1	3.0	-5.4	-3.5	-11.0	-2.5	-0.4
CCOc1ccc(N2CC(C(=O)NCCc3c[nH]c4ccc(OC)cc34)CC2=O)cc1 (stereo not given)	0.3	4.8	2.3	2.8	4.7	-0.3	-1.7	2.0	8.3
COc1ccc(C(=O)NCc2cccnc2)cc1C(=O)NCc1cccnc1	/	-3.0	1.4	0.4	0.1	-2.1	3.7	-0.6	1.0
COC(=O)c1ccc(C)c(NC(=O)Cn2cnc3ccccc3c2=O)c1	1.5	0.7	-2.4	1.1	1.7	-7.3	-4.2	0.9	7.0
CC1=CC2=NCC(O)CN2C=C1 (stereo not given)	-0.3	0.0	-3.1	-0.2	4.5	4.4	2.9	-3.7	1.4
CCOC(=O)c1ccc(P(=O)(c2ccccc2)c2ccccc2)cc1	2.3	-1.3	1.5	1.9	6.0	3.1	4.7	7.0	2.3
CS(=O)(=O)Nc1ccc(N2CCCCC2)c(Cl)c1	0.8	-2.1	2.9	2.3	1.8	5.2	2.8	-0.5	2.9
C/C(=N\NC(=O)C1CCCN(S(=O)(=O)c2ccccc2)C1)c1ccncc1 (stereo not given)	-1.2	1.8	-1.3	1.0	5.9	0.9	0.3	1.3	5.9
COc1ccc(C(=O)Nc2ccc(S(=O)(=O)N3CCc4ccccc43)cc2)cc1	0.9	7.5	-67.2	-35.6	-24.8	-39.5	2.7	-0.2	5.5
CCOC(=O)N1CCN(S(=O)(=O)c2ccc(C(=O)Nc3sc4c(c3C(N)=O)CC(C)(C)NC4(C)C)cc2)CC1	-0.8	4.1	1.1	-2.9	0.5	0.2	4.3	2.7	2.3
Cc1ccc(C(=O)N(C)CC(=O)Nc2ccc(Cl)c(C(F)(F)F)c2)cc1S(=O)(=O)N1CCCCC1	/	0.1	-1.8	8.7	-3.0	/	12.4	-2.0	2.4
O=C(COC(=O)c1n[nH]c2ccccc12)NCc1ccccc1	-2.0	7.1	6.4	-2.0	0.6	1.1	0.1	-0.3	3.2
COc1ccc(NC(=O)CSc2ncnc3c2cnn3Cc2ccccc2)cc1	0.9	2.2	-0.4	-0.8	3.5	-1.2	1.9	3.5	-2.1
C=CCNC(=O)/C(C#N)=C/c1ccc(C(=O)O)cc1	-0.3	6.5	-0.7	1.5	2.3	2.0	1.6	2.2	0.1
COc1cccc(CN2CCN(CC(=O)Nc3ccccc3Cl)CC2)c1	2.4	-1.3	-1.4	7.7	-0.1	-1.7	5.8	1.4	2.9
Cn1c(=O)[nH]c(=O)c2c1nc(NCCCn1ccnc1)n2Cc1ccccc1	-2.4	5.6	5.5	-1.9	-1.1	2.3	-0.1	3.5	1.0
COCCCNC(=S)N/N=C/c1ccc(O)cc1	-2.4	3.8	3.1	0.0	-3.7	3.5	9.8	11.6	4.7
COc1ccccc1C(=O)NC(=O)COC(=O)Cn1cnc2c1c(=O)n(C)c(=O)n2C	1.4	-1.2	-2.3	1.9	-1.2	1.5	1.7	2.5	6.8
C#CCNC(=O)C1=C[C@@H](c2csc3ccccc23)C[C@@H](OCc2ccc(CO)cc2)O1	-0.2	-0.6	0.6	12.4	7.7	-2.8	6.0	0.4	2.8
COc1ccc(CCNC(=O)CNCCc2ccc(F)cc2)cc1	0.4	-0.5	-0.8	2.6	10.8	2.4	-3.6	-0.3	-1.6
O=C(Nc1cc(F)ccc1F)C1CCN(S(=O)(=O)c2cccc3nonc23)CC1	0.5	1.6	2.6	6.4	3.1	0.7	1.3	-1.5	2.4
CCCCNc1c(-c2ccc(SC(C)CC)cc2)nc2cnccn12 (stereo not given)	/	48.2*	/	33.7*	13.3	/	43.0*	/	/
COCCn1c(=NC(=O)CSCC(=O)N2CCOCC2)sc2cc(C)ccc21	0.2	8.1	1.0	2.4	3.1	-1.9	8.5	3.1	4.5
CCc1ccccc1N1CN(Cc2cccnc2)CNC1=S	/	1.7	0.2	-2.4	1.1	0.1	2.7	-8.9	-10.5
CCN(CC)CCNC(=O)CS(=O)Cc1nc(-c2ccccc2Cl)oc1C (stereo not given)	1.6	0.4	-4.2	0.9	2.1	2.1	-2.4	2.2	-0.5
COc1ccc(S(=O)(=O)N2CCCC2CNC(=O)C(=O)NCc2ccco2)cc1 (stereo not given)	-0.2	-1.8	4.8	-2.9	7.1	3.0	0.9	7.0	7.4
CCN(CC)S(=O)(=O)c1cccc2nsnc12	2.1	5.1	-5.2	2.6	1.4	-5.5	3.8	-8.6	-10.4
O=C(NCc1ccccc1F)c1ccncc1	-0.7	4.2	-1.0	-0.2	6.8	3.1	7.3	1.4	-0.3
O=S(=O)(c1ccc(F)cc1)N1CCN(C(=S)NC2CC2)CC1	/	-0.4	4.5	-1.5	6.4	/	3.4	8.9	8.2
CCOC(=O)c1c(C)[nH]c(C(=O)COC(=O)CNC(=O)c2ccccc2Cl)c1C	-1.0	10.1	-2.4	4.4	1.6	4.4	-8.0	-14.4	-0.3
Cc1ccc(C)c(NC(=O)c2sc(Cl)nc2C)c1	2.3	2.0	-9.9	4.7	-5.9	1.5	4.1	-0.4	1.3
Cc1cc(C)c(NC(=O)CNC(=O)COC(=O)C2CCN(c3ccc(C(F)(F)F)cn3)CC2)c(C)c1	-1.0	0.5	-1.7	4.9	-2.9	2.5	5.4	-4.6	-0.9
CCc1cccc(CC)c1NC(=O)COC(=O)c1ccc2c(c1)S(=O)(=O)c1ccccc1C2=O	-0.9	26.9	3.0	7.4	-0.8	-2.0	5.0	-5.0	-1.9
CC(=O)CC(C)(C)n1nnc(-c2ccccc2)n1	1.5	-0.8	2.7	4.6	-4.3	0.0	7.8	3.3	7.6
CCOc1ccccc1NC(=O)CCNS(=O)(=O)c1ccc(NC(C)=O)cc1	-1.1	0.2	-10.8	4.0	3.6	1.8	-4.9	-4.4	-3.7
CCc1c(C)nc(N2CCN(c3ccccc3F)CC2)[nH]c1=O	1.8	-5.2	-9.2	-0.6	-4.8	0.8	1.8	10.5	5.3
CCC(=O)c1ccc(OCC(=O)Nc2ccc(N3CCOCC3)cc2N2CCOCC2)cc1	-2.4	4.0	2.8	0.3	4.8	3.1	3.5	2.6	4.4
O=C1CCC(C(=O)NCc2ccc3c(c2)OCO3)N1 (stereo not given)	-0.6	1.0	9.4	2.9	-2.6	-1.6	-5.1	-3.2	-1.9
CCOC(=O)c1cc(-c2ccc(OC)cc2OC)nn1-c1ccc(C(=O)O)cc1	2.0	0.2	-0.2	2.1	8.8	1.9	6.5	-1.2	-2.6
COc1ccc(C(=O)C(Sc2nnc(C)c(=O)[nH]2)c2ccc(OC)cc2)cc1 (stereo not given)	-1.1	-1.1	-8.0	4.5	8.1	0.8	-7.2	-0.9	2.8
O=c1c2ccccc2oc2nc(C3CCCCC3)n(Cc3ccco3)c(=O)c12	0.1	0.9	-0.3	3.3	4.0	4.3	4.5	2.3	7.3
Cc1ccc(C(=O)CSc2nnc(-c3ccccc3N)n2C)cc1C	-0.3	14.9	-2.1	-5.2	-3.4	-0.2	-2.6	-1.4	-8.8
Oc1ccccc1-c1cc(-c2ccc3c(c2)OCCO3)n[nH]1	-1.2	6.8	-14.6	-2.4	7.0	0.5	-7.4	6.7	7.3
Cc1cc(OC(C)C(=O)NCC2CCCO2)cc(C)c1Cl (stereo not given)	0.8	2.1	7.4	3.0	4.7	5.5	-3.1	-2.9	3.4

Fetched by compound from the list above (four):
SMILES	MEX-5 binding	AHR activator	PME-1 inh	pPAFAH FP inh	PAFAH1B2 inh	Fam108B counter	GLD-1 RNA inh	MCL1 BIM primary	BCLXL inh
Cc1cc(C)c(NC(=O)CNC(=O)COC(=O)C2CCN(c3ccc(C(F)(F)F)cn3)CC2)c(C)c1	-1.0	0.5	-1.7	4.9	-2.9	2.5	5.4	-4.6	-0.9
O=C(NCc1ccccc1F)c1ccncc1	-0.7	4.2	-1.0	-0.2	6.8	3.1	7.3	1.4	-0.3
CCc1cccc(CC)c1NC(=O)COC(=O)c1ccc2c(c1)S(=O)(=O)c1ccccc1C2=O	-0.9	26.9	3.0	7.4	-0.8	-2.0	5.0	-5.0	-1.9
CCOC(=O)c1ccc(P(=O)(c2ccccc2)c2ccccc2)cc1	2.3	-1.3	1.5	1.9	6.0	3.1	4.7	7.0	2.3

Assay outcomes deposited in PubChem by several laboratories.
